Screening data (PubChem)
Mtb BioA inh: inhibitors of Mycobacterium tuberculosis BioA enzyme; inhibition, % at 9.99 µM; hit rate 0.096% among 360,000; purified M. tuberculosis BioA enzyme, plate reader; in the data active = inhibition above about 40%
Starred values were filed as active, the others as inactive; & = joins results of further samples. A portion of the library, so the mix of outcomes need not match the whole.

SMILES	Mtb BioA inh
C[C@@H]1CN([C@@H](C)CO)S(=O)(=O)c2ccc(C3=CCCC3)cc2O[C@H]1CN(C)C(=O)c1ccncc1	8.9
CO[C@H]1CN(C)C(=O)c2cc(C#N)ccc2OCC[C@@H]2CC[C@@H](OC)[C@@H](CN(C)C(=O)[C@@H]1C)O2	-0.1&-0.5
COc1ccc(NC(=O)N[C@H]2C=C[C@@H](CC(=O)NC3CCC3)O[C@H]2CO)cc1	0.7
CNC[C@H]1OCCCC[C@@H](C)Oc2ccc(NC(=O)Nc3c(C)noc3C)cc2C(=O)N([C@H](C)CO)C[C@H]1C	1.2
O=C(C[C@@H]1CC[C@@H]2[C@H](COC[C@@H](O)CN2Cc2cc(F)ccc2F)O1)N[C@@H]1CCN(Cc2ccccc2)C1	-1.0
Cc1noc(C)c1S(=O)(=O)N(C)C[C@H]1OCCCC[C@H](C)Oc2ccc(NC(=O)Nc3ccc(F)cc3)cc2C(=O)N([C@H](C)CO)C[C@@H]1C	-0.3
CCCc1cn(CC[C@@H]2CC[C@H](NC(=O)C3CCOCC3)[C@H](CO)O2)nn1	-2.0
C[C@@H]1CN([C@@H](C)CO)C(=O)c2cccc(NC(=O)C3CC3)c2O[C@@H]1CN(C)S(=O)(=O)c1ccccc1	0.0
C[C@H]1CN([C@@H](C)CO)C(=O)c2c(c3ccccc3n2C)-c2ccccc2CO[C@H]1CN(C)S(C)(=O)=O	2.8
CN1C(=O)c2cc(NC(=O)c3cccs3)ccc2OC[C@H]2O[C@@H](CC(=O)N3CCCCC3)CC[C@@H]21	1.0
CC=Cc1ccc2n(c1=O)C[C@@H]1[C@@H](CO)[C@H](C(=O)NCC3CC3)N(Cc3nccs3)[C@H]21 (mixture of isomers)	-2.4
COc1cccc(C#Cc2ccc([C@H]3[C@@H](CO)N(C(=O)C4CCC4)[C@H]3C#N)cc2)c1	-0.4
Cc1noc(C)c1NC(=O)N(C)C[C@H]1Oc2c(NC(=O)c3nc4ccccc4s3)cccc2C(=O)N([C@@H](C)CO)C[C@@H]1C	-0.4
O=C(C[C@@H]1CC[C@@H]2[C@H](COC[C@@H](O)CN2S(=O)(=O)c2ccccc2)O1)NCc1ccc(-c2ccccc2)cc1	3.0
C[C@H]1CN([C@@H](C)CO)C(=O)c2cccc(NC(=O)Nc3ccc(C(F)(F)F)cc3)c2O[C@@H]1CN(C)C(=O)Nc1ccccc1	1.2
COc1ccc(NC(=O)N(C)C[C@H]2Oc3c(cccc3N(C)C)C(=O)N([C@@H](C)CO)C[C@H]2C)cc1	1.4
C[C@@H]1CN([C@H](C)CO)C(=O)c2cc(C#Cc3ccncc3)cnc2O[C@H]1CN(C)C(=O)c1ccccc1F	2.9
C[C@@H]1CN([C@@H](C)CO)S(=O)(=O)c2ccc(C#Cc3ccccc3)cc2O[C@@H]1CN(C)C	-0.4
CCCN(C)C[C@H]1OCCCC[C@H](C)Oc2ccc(NC(=O)CCC(F)(F)F)cc2C(=O)N([C@H](C)CO)C[C@H]1C	-0.5
O=C(Nc1ccc(F)cc1)N1C[C@H]2[C@@H](c3ccccc31)[C@H](CO)N2Cc1ccccc1Cl	-4.3
COc1ccc(-c2ccc([C@@H]3[C@@H](CO)N4CCCCN(C(=O)Cc5ccncc5)C[C@H]34)cc2)cc1	11
CC(C)NC(=O)NCC[C@@H]1CC[C@@H](NS(=O)(=O)c2ccc(Oc3ccccc3)cc2)[C@@H](CO)O1	-1.5
C[C@H]1CN([C@@H](C)CO)C(=O)c2cc(NC(=O)C3CCCCC3)ccc2O[C@@H]1CN(C)C(=O)NC1CCCCC1	-5.0
COc1cccc(C(=O)Nc2ccc3c(c2)C(=O)N(C)[C@H]2CC[C@H](CC(=O)NCCCN4CCOCC4)O[C@@H]2CO3)c1	-2.4
O=C(NC1CCCC1)N[C@H]1CC[C@H](CC(=O)N2CCOCC2)O[C@@H]1CO	-0.9
O=C(c1ccc(F)cc1)N1[C@H](CO)[C@H]2c3ccccc3NC[C@H]21	-3.8
C[C@@H]1CCCCO[C@@H](CN(C)Cc2ccncc2)[C@@H](C)CN([C@@H](C)CO)C(=O)c2cc(NS(=O)(=O)c3ccccc3)ccc2O1	-1.1
COCC(=O)Nc1ccc2c(c1)OC[C@H](C)N(C(=O)CC1CC1)C[C@@H](C)[C@@H](OC)CN(C)C2=O	1.1
C[C@@H]1CN([C@H](C)CO)S(=O)(=O)c2ccc(-c3cccnc3)cc2O[C@H]1CN(C)C(=O)C1CCCCC1	9.6
O=C(Nc1cc(F)ccc1F)N1C[C@@H]2[C@H](c3ccccc31)[C@@H](CO)N2Cc1cccnc1	-5.3
COc1ccc(NC(=O)Nc2cccc3c2O[C@H](CN(C)S(C)(=O)=O)[C@@H](C)CN([C@@H](C)CO)C3=O)cc1	-1.0
C[C@@H]1CN([C@@H](C)CO)C(=O)Cc2cc(NC(=O)Nc3ccc4c(c3)OCO4)ccc2O[C@@H]1CN(C)S(=O)(=O)c1cn(C)cn1	-1.3
Cc1noc(C)c1NC(=O)N(C)C[C@H]1OCCCC[C@H](C)Oc2ccc(NS(=O)(=O)c3cn(C)cn3)cc2C(=O)N([C@H](C)CO)C[C@@H]1C	2.6
CC(C)(C)OC(=O)CC[C@@]12N=C(c3ccc(OCCCO)cc3)O[C@@H]1c1ccccc1CN(C(=O)c1ccccc1)C2=O	-0.7
CO[C@@H]1CN(C)C(=O)c2ccc(NC(=O)c3ccc(F)cc3)cc2OC[C@H](C)N(C(C)=O)C[C@H]1C	0.3
COc1ccc(-c2cnc3c(c2)C(=O)N([C@@H](C)CO)C[C@H](C)[C@H](CN(C)Cc2ccccn2)O3)cc1	4.1
CCC(=O)Nc1ccc2c(c1)C(=O)N(C)C[C@H](OC)[C@@H](C)CN(Cc1ccccc1C(=O)O)[C@@H](C)CO2	1.9
COc1cccc(CNC(=O)C[C@H]2CC[C@H](NC(C)=O)[C@H](CO)O2)c1	-1.5
C[C@@H]1CN([C@H](C)CO)C(=O)c2cc(NS(=O)(=O)c3cccs3)ccc2O[C@@H](C)CCCCO[C@H]1CN(C)C(=O)Nc1ccc(F)cc1	-1.9
C/C=C/c1ccc2c(c1)O[C@@H](CN(C)C(=O)CC)[C@@H](C)CN([C@@H](C)CO)S2(=O)=O	6.6
O=C(C[C@@H]1CC[C@@H](NC(=O)c2ccncc2)[C@@H](CO)O1)Nc1ccccc1	-0.5
C[C@@H]1CN([C@H](C)CO)C(=O)c2cc(NC(=O)Nc3ccc(F)cc3)ccc2O[C@@H](C)CCCCO[C@@H]1CN(C)S(=O)(=O)c1cn(C)cn1	-1.0
COc1ccc(NC(=O)Nc2cccc3c2O[C@H](CN(C)C(=O)Nc2c(C)noc2C)[C@H](C)CN([C@H](C)CO)C3=O)cc1	6.9
Cc1noc(C)c1S(=O)(=O)Nc1ccc2c(c1)C(=O)N([C@@H](C)CO)C[C@@H](C)[C@H](CN(C)Cc1ccncc1)OCCCC[C@H](C)O2	-1.1
C[C@@H]1CCCCO[C@H](CN(C)C(=O)Nc2ccc(F)cc2)[C@@H](C)CN([C@H](C)CO)C(=O)c2cc(NS(C)(=O)=O)ccc2O1	-1.3
COc1cccc(C#Cc2ccc3c(c2)O[C@H](CN(C)C(=O)CN2CCOCC2)[C@H](C)CN([C@H](C)CO)S3(=O)=O)c1	0.8
Cc1cccc(CN(C)C[C@@H]2Oc3ncc(-c4cccc(F)c4)cc3C(=O)N([C@H](C)CO)C[C@@H]2C)c1	2.4
Cc1noc(C)c1NC(=O)N[C@@H]1CC[C@@H](CC(=O)N2CCN(C)CC2)O[C@@H]1CO	-4.4
Cc1noc(C)c1S(=O)(=O)Nc1ccc2c(c1)CC(=O)N([C@H](C)CO)C[C@@H](C)[C@H](CN(C)Cc1ccncc1)O2	-1.2
O=C(NCC[C@H]1CC[C@@H](NS(=O)(=O)c2ccc(Cl)cc2)[C@@H](CO)O1)c1ccc2c(c1)OCO2	0.8
Next section
SMILES	Mtb BioA inh
O=C(Nc1ccc(C(F)(F)F)cc1)N[C@@H]1CC[C@H](CC(=O)N2CCCCC2)O[C@@H]1CO	-2.7
CCC(=O)Nc1ccc2c(c1)C(=O)N(C)C[C@@H](OC)[C@@H](C)CN(C(=O)Cc1ccccn1)[C@@H](C)CO2	0.9
CCCN1C[C@@H](C)[C@@H](OC)CN(C)C(=O)c2ccc(NC(=O)CC(F)(F)F)cc2OC[C@@H]1C	-2.1
C[C@H]1CN([C@@H](C)CO)C(=O)c2cccc(NC(=O)C3CCCCC3)c2O[C@H]1CN(C)C(=O)Nc1ccc(C(F)(F)F)cc1	2.0
CO[C@H]1CN(C)C(=O)c2cc(NC(C)=O)ccc2OC[C@@H](C)N(C(=O)CN2CCOCC2)C[C@@H]1C	0.1
C[C@@H]1CN([C@@H](C)CO)C(=O)c2cc(NS(C)(=O)=O)ccc2O[C@@H](C)CCCCO[C@H]1CN(C)S(=O)(=O)c1ccc(Cl)cc1	-1.4
C[C@H](CO)N1C[C@H](C)[C@H](CN(C)C(=O)Nc2cccc3ccccc23)Oc2ncc(C#Cc3ccccc3)cc2C1=O	-2.4
C[C@H]1CN([C@@H](C)CO)C(=O)c2cc(NS(=O)(=O)c3cccs3)ccc2O[C@H]1CN(C)Cc1ccccc1	-0.9
COC(=O)C[C@H]1CC[C@@H]2[C@H](COc3ccc(NC(=O)Nc4cccc(F)c4)cc3C(=O)N2C)O1	27
CCCNC(=O)Nc1ccc2c(c1)C(=O)N(C)[C@H]1CC[C@H](CC(=O)NCC3CCCCC3)O[C@@H]1CO2	-0.7
CNC[C@H]1Oc2ccc(NS(C)(=O)=O)cc2C(=O)N([C@H](C)CO)C[C@@H]1C	0.5
Cc1noc(C)c1S(=O)(=O)Nc1ccc2c(c1)C(=O)N([C@@H](C)CO)C[C@H](C)[C@@H](CN(C)C(=O)Nc1ccccc1)O2	-3.8
CC(=O)N(C)C[C@H]1Oc2cc(-c3cccc(C#N)c3)ccc2S(=O)(=O)N([C@@H](C)CO)C[C@H]1C	5.7
C[C@@H]1CN([C@@H](C)CO)C(=O)Cc2cc(NC(=O)Nc3ccc(C(F)(F)F)cc3)ccc2O[C@@H]1CN(C)CC1CCCCC1	-1.4
C[C@@H]1CN([C@H](C)CO)C(=O)c2cc(NC(=O)NC3CCCCC3)ccc2O[C@H]1CN(C)Cc1ccc(Oc2ccccc2)cc1	0.1
C[C@@H]1CN([C@@H](C)CO)C(=O)c2cc(C#CCN(C)C)cnc2O[C@@H]1CN(C)Cc1ccccn1	0.8
C[C@@H]1CN([C@H](C)CO)C(=O)Cc2cc(NS(=O)(=O)c3ccc(F)cc3)ccc2O[C@H]1CN(C)Cc1ccc(Oc2ccccc2)cc1	4.1
O=C(NCC[C@@H]1CC[C@@H](NC(=O)C2CC2)[C@@H](CO)O1)Nc1ccc(C(F)(F)F)cc1	1.0
CN1CCN(C(=O)C[C@H]2C=C[C@@H](NC(=O)Nc3ccccc3F)[C@@H](CO)O2)CC1	0.6
O=C(CCN1CCCCC1)N[C@@H]1C=C[C@H](CC(=O)N2CCC(Cc3ccccc3)CC2)O[C@@H]1CO	0.7
CNC[C@H]1Oc2ccc(NS(C)(=O)=O)cc2C(=O)N([C@@H](C)CO)C[C@@H]1C	-0.9
O=C(Nc1cccc(Cl)c1)N[C@H]1CC[C@H](CCNC(=O)C2CCCC2)O[C@H]1CO	0.9
COc1ccccc1C#Cc1ccc([C@H]2[C@H](CO)N3CCCCN(CCC(F)(F)F)C[C@@H]23)cc1	3.3
CC(C)NC(=O)N1[C@H](CO)[C@H](c2ccccc2)[C@H]1CNC(=O)CN(C)C	-0.1
C[C@@H]1CN([C@@H](C)CO)C(=O)c2cccc(NS(=O)(=O)c3cn(C)cn3)c2O[C@H]1CN(C)C	0.0
C[C@H]1CN([C@@H](C)CO)C(=O)c2cccc(NC(=O)c3cnccn3)c2O[C@@H]1CN(C)C(=O)Nc1ccc(C(F)(F)F)cc1	-2.1
COc1ccc(C#Cc2ccc([C@@H]3[C@@H](CO)N4CCCCN(S(=O)(=O)c5ccccc5)C[C@@H]34)cc2)cc1	-1.8
C[C@H]1CN([C@@H](C)CO)C(=O)c2cc(C3=CCCCC3)cnc2O[C@@H]1CN(C)C(=O)CN1CCOCC1	-2.3
CCC(=O)N1C[C@@H](C)[C@H](OC)CN(C)C(=O)c2ccc(NC(=O)c3cnccn3)cc2OC[C@H]1C	-2.0
Cc1noc(C)c1NC(=O)N(C)C[C@@H]1Oc2c(NC(=O)C3CC3)cccc2C(=O)N([C@H](C)CO)C[C@H]1C	0.5
OC(CSc1nc(-c2ccccc2)c(-c2ccccc2)o1)CC(O)c1ccccc1 (centres undefined)	-1.1

Of the compounds above, twelve contain an aryl methoxy group:
SMILES	Mtb BioA inh
COc1ccc(NC(=O)N[C@H]2C=C[C@@H](CC(=O)NC3CCC3)O[C@H]2CO)cc1	0.7
COc1cccc(C#Cc2ccc([C@H]3[C@@H](CO)N(C(=O)C4CCC4)[C@H]3C#N)cc2)c1	-0.4
COc1ccc(NC(=O)N(C)C[C@H]2Oc3c(cccc3N(C)C)C(=O)N([C@@H](C)CO)C[C@H]2C)cc1	1.4
COc1ccc(-c2ccc([C@@H]3[C@@H](CO)N4CCCCN(C(=O)Cc5ccncc5)C[C@H]34)cc2)cc1	11
COc1cccc(C(=O)Nc2ccc3c(c2)C(=O)N(C)[C@H]2CC[C@H](CC(=O)NCCCN4CCOCC4)O[C@@H]2CO3)c1	-2.4
COc1ccc(NC(=O)Nc2cccc3c2O[C@H](CN(C)S(C)(=O)=O)[C@@H](C)CN([C@@H](C)CO)C3=O)cc1	-1.0
COc1ccc(-c2cnc3c(c2)C(=O)N([C@@H](C)CO)C[C@H](C)[C@H](CN(C)Cc2ccccn2)O3)cc1	4.1
COc1cccc(CNC(=O)C[C@H]2CC[C@H](NC(C)=O)[C@H](CO)O2)c1	-1.5
COc1ccc(NC(=O)Nc2cccc3c2O[C@H](CN(C)C(=O)Nc2c(C)noc2C)[C@H](C)CN([C@H](C)CO)C3=O)cc1	6.9
COc1cccc(C#Cc2ccc3c(c2)O[C@H](CN(C)C(=O)CN2CCOCC2)[C@H](C)CN([C@H](C)CO)S3(=O)=O)c1	0.8
COc1ccccc1C#Cc1ccc([C@H]2[C@H](CO)N3CCCCN(CCC(F)(F)F)C[C@@H]23)cc1	3.3
COc1ccc(C#Cc2ccc([C@@H]3[C@@H](CO)N4CCCCN(S(=O)(=O)c5ccccc5)C[C@@H]34)cc2)cc1	-1.8
